Bioassay records from PubChem.
C8 TRAIL sens = viability loss with TRAIL in NB7+C8 cells, primary screen, TRAIL sensitizer project, cell-based, ATPlite luminescence. inhibition (viability loss, TRAIL sensitization), % at 10 µM. actives 1% (n = 360,000). AID 624354, 2012;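 active means compounds causing at least 50% loss of cell viability in the single-dose screen, relative to plate controls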
HIF-2a block = HIF-2a reporter inhibitors, primary screen, luminescence, 786-0 RCC cells; 786-0 RCC cells HIF-2a reporter, luciferase luminescence, overnight; inhibition, % at 18.8 µM; actives 0.72% (n = 360,000); AID 624352, 2012;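 active means inhibition of the luminescence signal of 40% or more relative to plate controls, in a single-dose primary screen at 18.75 µM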
Shn3 3UTR inh = reduction of Shn3 3'UTR firefly luciferase signal, primary screen, Schnurri-3 inhibitor project, cell-based, Clone20 osteoblasts, set 2 | Clone20 osteoblast Shn3 3'UTR firefly luciferase, 24 h | inhibition, % at 12.5 µM | actives 0.52% (n = 360,000);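 active means mean inhibition of at least 75% with every replicate also reaching 75%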;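 further: 0% = median of neutral control wells and 100% = pilot-screen positive control compound; some compounds past the cut are filed as inactive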
Peg3 promoter = Peg3 promoter-driven luciferase inhibitors, primary screen, cell-based, HeLa, luciferase luminescence; inhibition, % at 20 µM; HeLa PEG-Prom luciferase reporter, overnight; actives 1.7% (n = 360,000); AID 588405, 2011;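 active means inhibition of at least 50% at 20 µM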
TRPM1 prom inh = inhibitors of MITF-dependent TRPM1 promoter reporter, primary screen, cell-based, SK-MEL-5, single point, luciferase; SK-MEL-5 TRPM1 promoter luciferase, 24 h; inhibition, % at 12.5 µM; actives 0.83% (n = 330,000);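 active means mean inhibition across replicates of 60% or more, whatever share of single replicates reaches that level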; further: values of inactives mirror those of a sister screen read the other way
KKLEB tox = cytotoxicity in KKLEB CF airway cells, primary screen, cytotoxicity control for CF NF-kB inhibitor project, cell-based, uHTS, fluorescence assay plates; KKLEB CF airway cells viability, ATPlite luminescence, overnight; hits give low values; cells stimulated with P. aeruginosa culture filtrate; AID 602141, 2011; actives 0.36% (n = 360,000); activity change (cytotoxicity), % at 5 µM;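 active means corrected activity change at or below -50% at 5 µM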
hiPSC survival = enhancers of single-cell hiPSC survival, primary screen, ATPlite luminescence | 100% = ROCK inhibitor wells, 0% = DMSO | survival enhancement, % at 20 µM | actives 0.044% (n = 360,000) | AID 602274, 2012; in the data active means survival enhancement above about 18%;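 further: cells exposed to compounds for 16 hours before the ATP read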
CF NFkB block = inhibitors of PAF-induced NF-kB signaling, primary screen, cell-based, GFP fluorescence, uHTS; KKLEB NF-kB-GFP reporter, GFP fluorescence overnight; inhibition, % at 5 µM; actives 0.86% (n = 360,000); AID 588850, 2011;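 active means at least 50% inhibition at 5 µM, scaled per plate between neutral and stimulator controls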;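 further: PAF is a Pseudomonas aeruginosa culture filtrate used as stimulus; plate controls were PAF-stimulated DMSO wells for no effect and unstimulated DMSO wells for full effect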
EBV LMP1 NFkB = EBV LMP1-driven NF-kappaB luciferase reporter inhibitors, primary screen, cell-based, luminescence, single point; LMP1-induced NF-kappaB luciferase reporter cells; inhibition, % at 12.5 µM; actives 0.69% (n = 350,000); AID 504558, 2011; in the data active means inhibition above about 41%;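 further: 0% = neutral control wells and 100% = reference inhibitor control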
NR2E3 ag-1 = NR2E3 agonists in two-hybrid cells, primary screen, cell-based, luminescence, CHO-S, Gal4-NCOR/VP16-NR2E3. AID 602229, 2012. inhibition of corepressor binding, % at 3.98 µM. luciferase. actives 0.35% (n = 360,000). Photoreceptor-specific nuclear receptor (Homo sapiens), Q9Y5X4;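 active means inhibition above the mean of all tested compounds plus 3 SD, cut at about 70% in these data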;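 further: 0% = DMSO with NR2E3 transfected cells and 100% = cells lacking NR2E3 construct; higher means lower luciferase signal from less NR2E3 corepressor binding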
Target sequence (Q9Y5X4 whole entry, looked up, the tested form may be a part): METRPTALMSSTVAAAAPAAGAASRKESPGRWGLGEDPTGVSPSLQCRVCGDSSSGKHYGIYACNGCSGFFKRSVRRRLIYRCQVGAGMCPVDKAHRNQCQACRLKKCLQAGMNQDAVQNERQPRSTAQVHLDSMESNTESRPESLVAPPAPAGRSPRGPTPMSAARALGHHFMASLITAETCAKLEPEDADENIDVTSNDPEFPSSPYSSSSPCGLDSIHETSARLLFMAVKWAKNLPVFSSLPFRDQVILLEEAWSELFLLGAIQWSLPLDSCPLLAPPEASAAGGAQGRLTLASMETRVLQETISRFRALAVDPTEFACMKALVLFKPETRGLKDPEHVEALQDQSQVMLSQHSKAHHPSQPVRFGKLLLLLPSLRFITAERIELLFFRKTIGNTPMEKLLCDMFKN
NR2E3 ag-2 = inhibitors of NR2E3-RetCOR corepressor binding, primary screen, NR2E3 agonist project, biochemical, TR-FRET, GST-NR2E3, biotin-RetCOR; 1536-well; AID 2300, 2010; Photoreceptor-specific nuclear receptor (Homo sapiens), Q9Y5X4; actives 0.12% (n = 320,000); inhibition of corepressor binding, % at 4.78 µM;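 active means percent inhibition above the cutoff of mean plus 3 SD of all tested compounds, set per screening campaign, cut at about 20% in these data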;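 further: 0% = DMSO wells and 100% = biotin wells as full block of FRET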
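System: GST-tagged NR2E3 plus biotinylated RetCOR corepressor; Amount: 1.35 nM GST-tagged NR2E3 final; Dosing: single nominal compound dose of 4.8 µM; Schedule: 5 h incubation at 4 °C; Technique: TR-FRET with europium anti-GST and streptavidin-D2, 340 nm excitation; Controls: biotin wells as high control, 0.6% DMSO wells as low control.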
* = called active by the depositor; x = no result given. An excerpt; rates above refer to the full screens.

structure	C8 TRAIL sens	HIF-2a block	Shn3 3UTR inh	Peg3 promoter	TRPM1 prom inh	KKLEB tox	hiPSC survival	CF NFkB block	EBV LMP1 NFkB	NR2E3 ag-1	NR2E3 ag-2
CC(C)N(C(=O)Cn1cc(S(=O)(=O)CC(=O)Nc2ccccc2)c2ccccc21)C(C)C	-2	10	4	7	3	2	-0.6	-15	0	-33	1
COc1ccccc1NC(=O)CCN1C(=O)c2ccccc2C1=O	-10	16	5	1	-3	0	-0.6	-2	-3	-7	1
Cc1ccc(S(=O)(=O)Nc2ccc(N(C)C)cc2)cc1	11	-5	-9	-22	2	1	-3.2	2	-2	7	0
CCSc1ccc(-c2cccc([N+](=O)[O-])c2)nn1	1	-216	-40	-165	-73	-7	1.2	-37	-11	-63	1
COc1ccc(O)c(-c2c(-c3ccc(Cl)cc3)n[nH]c2C)c1	-12	20	-7	8	1	-4	-2.0	10	-4	-4	-2
CC(C)(C)C(=O)Oc1ccc2cc(-c3ccc4ccccc4n3)c(=O)oc2c1	3	-215	-45	-180	4	1	-2.1	-3	1	-73	0
Cc1ccc(S(=O)(=O)c2c(COC(=O)c3ccccc3Cl)c(-c3ccccc3)nn2C)cc1	12	8	8	21	8	5	1.5	3	-1	-7	-1
Cc1onc(-c2c(Cl)cccc2Cl)c1C(=O)c1c[nH]c(C(=O)NCCCN2CCOCC2)c1	-2	13	18	8	0	6	-0.2	8	6	-6	-1
COc1cccc(C(O)c2nc(-c3cccc(C(F)(F)F)c3)cs2)c1 (configuration not stated)	9	0	6	26	x	6	2.6	-19	x	8	x
O=C(c1nnc(Cc2ccc(Cl)cc2)o1)N1CCc2ccccc2C1	-2	10	13	-8	14	-6	1.2	0	11	0	-2
COc1ccc(-c2nc3ccc([N+](=O)[O-])cc3[nH]2)cc1	20	-146	-9	-232	-46	12	-2.3	-51	-9	-142	0
O=C(NCCCn1ccnc1)C(=O)c1c[nH]c2ccccc12	-6	5	17	24	11	-1	-0.1	5	-13	-28	2
CC(C(=O)O)N1C(=O)C2C3c4ccccc4C(c4ccccc43)[C@@H]2C1=O (some centres not stated)	-17	8	4	-8	1	6	-0.6	-4	4	-16	0
O=C(Nc1cccnc1)c1ccccc1Oc1ccccc1	15	12	-1	7	12	-1	-1.8	-22	0	-12	-1
CC(C)CCNC(=O)C1CCN(c2nc3ccccc3o2)CC1	12	6	14	10	-8	1	-2.8	11	8	3	5
COc1ccc(C2(C(=O)Nc3ccc(S(=O)(=O)Nc4nc(C)cc(C)n4)cc3)CCCC2)cc1OC	-1	17	19	0	3	-1	1.0	7	9	11	2
c1ccc(-c2noc(CN3CCN(c4ccccc4)CC3)n2)cc1	0	-16	-11	-15	3	14	-0.4	0	0	-11	2
Cc1ccc(-c2nc(CS(=O)CC(=O)NCCN3CCOCC3)c(C)o2)cc1 (configuration not stated)	-5	12	-3	13	6	6	1.1	12	2	-10	1
C#CC(C)OC(=O)C(C)NC(=O)c1ccccc1 (configuration not stated)	3	2	-32	-5	-2	5	-0.5	4	-14	4	1
Cc1ccc2c(c1)CCCN2CC(=O)Nc1cccc(S(=O)(=O)N2CCCC2)c1	23	8	18	7	19	2	-0.3	-7	3	-2	5
Cc1ccnc2nc(C(=O)OCC(=O)NCCc3ccc(Cl)cc3)nn12	-7	-7	-18	8	-1	3	2.7	-13	7	12	-1
CN(C)CCCNC(=S)N(CCO)Cc1cc2cc3c(cc2[nH]c1=O)OCO3	-23	7	-6	10	3	-1	-0.6	10	0	9	4
COc1cccc(S(=O)(=O)NCc2ccc(C(=O)NCc3ccco3)cc2)c1	4	8	14	4	11	16	0.0	-13	-5	-10	1
COC(=O)c1cn(NC(=O)COc2ccc(Cl)cc2)c(=O)c2ccccc12	-5	7	4	13	-1	-2	0.0	10	-1	-6	3
Cc1ccc2cc(S(=O)(=O)NCCCN3CCOCC3)ccc2c1	1	8	9	-2	6	2	0.7	4	-6	-6	0
O=C(NCCCO)c1nc2ccccc2s1	-8	-28	-7	-13	4	-4	0.5	-1	-7	-10	-1
CCN1CCN(c2c(Cl)cccc2NC(=O)c2ccc([N+](=O)[O-])o2)CC1	59*	-2	13	52*	102*	-12	-0.3	50	-14	-2	1
Cc1noc(C)c1COC(=O)c1cccc(S(=O)(=O)N2c3ccccc3CC2C)c1 (configuration not stated)	9	31	34	30	26	0	0.6	-5	10	41	1
CC(O)(c1cccnc1)c1nc(-c2ccoc2)cs1 (configuration not stated)	-8	9	-26	11	x	10	0.8	-49	x	-3	x
COCCNC(=O)c1c(N)n(/N=C/c2cccs2)c2nc3ccccc3nc12	22	-5	-2	35	-2	1	0.7	-28	-11	12	-1
COc1ccc(N=Nc2ccc3ccccc3c2)c(O)c1	47	-75	-3	-153	-13	-19	-0.5	-14	-39	-98	2
COc1ccc(NC(=O)c2ccc(-n3cccn3)nc2)cc1	-4	-52	4	-17	-17	6	-0.3	-3	0	-14	-2
CN(CC(=O)Nc1sccc1C#N)C1CCCCC1	0	-15	7	9	13	12	11	-7	-9	-32	3
N#C/C(=C(/O)COC(=O)c1ccc(C#N)cc1)c1nc2ccccc2s1	-7	-74	-3	-44	10	8	1.9	12	-4	-44	1
O=C(NCc1ccncc1)Nc1ccc(F)cc1	-12	0	-2	-1	-12	-7	-1.1	15	-7	-12	0
Nc1nc(CN2CCN(C(=O)c3ccco3)CC2)nc(Nc2cccc(Cl)c2)n1	-2	21	-4	25	4	4	0.3	-9	4	6	2

Gathered by group: the compounds so far containing a thiophene ring, fused or not (2)
structure	C8 TRAIL sens	HIF-2a block	Shn3 3UTR inh	Peg3 promoter	TRPM1 prom inh	KKLEB tox	hiPSC survival	CF NFkB block	EBV LMP1 NFkB	NR2E3 ag-1	NR2E3 ag-2
COCCNC(=O)c1c(N)n(/N=C/c2cccs2)c2nc3ccccc3nc12	22	-5	-2	35	-2	1	0.7	-28	-11	12	-1
CN(CC(=O)Nc1sccc1C#N)C1CCCCC1	0	-15	7	9	13	12	11	-7	-9	-32	3

Additional results follow.
structure	C8 TRAIL sens	HIF-2a block	Shn3 3UTR inh	Peg3 promoter	TRPM1 prom inh	KKLEB tox	hiPSC survival	CF NFkB block	EBV LMP1 NFkB	NR2E3 ag-1	NR2E3 ag-2
CC(OC(=O)CCCOc1ccccc1)C(=O)Nc1ccc(Cl)cn1 (configuration not stated)	0	-1	-9	1	-1	1	-0.2	-4	-5	2	-1
COCCNC(=O)C(c1ccc(C)cc1)N(C(=O)C(=O)NC1CCCC1)c1ccc2c(c1)OCCO2 (configuration not stated)	-1	-7	0	12	x	2	1.2	3	-14	-28	1
Cc1ccc(S(=O)(=O)N2CCCCC2)cc1NC(=O)CSc1nc(N)cc(=O)[nH]1	1	7	-25	6	8	7	2.8	-2	3	1	x
O=C1CCCC2=C1Sc1ccc(Cl)cc1N2	3	9	10	3	11	1	-0.9	2	3	-9	-16
CCOC(=O)N1CCN(Cc2c(NC(=O)c3ccco3)sc(C)c2C)CC1	18	-19	4	-18	-5	11	-0.7	5	-2	-36	0
Cc1ccccc1NS(=O)(=O)c1ccc2[nH]cc(C(=O)NCCCN3CCOCC3)c(=O)c2c1	2	12	3	3	-2	-4	6.5	-7	-1	-1	2
COc1ccc(/C=N/NC(=O)CNc2c(Br)cc(C)cc2Br)c(C(=O)O)c1OC	-11	13	5	3	5	11	0.2	-2	-29	-21	1
COc1ccc(NC2=C(C(C)=O)C(c3ccc(N(C)C)cc3)C(C(C)=O)C(C)(O)C2)cc1 (configuration not stated)	-10	8	7	29	13	-7	0.0	15	-6	10	-4
O=C(Nc1c(Cl)ccc2nsnc12)c1ccco1	25	20	-2	3	16	4	-0.8	-14	-1	13	-1
O=C(CCOc1ccccc1)NNC(=O)c1ccccc1	-12	1	71	5	-3	12	0.3	-7	1	-11	x
O=C(O)c1ccc(N2C(=O)CSC2c2cccc([N+](=O)[O-])c2)cc1 (configuration not stated)	0	16	-13	3	0	9	1.3	-5	-4	-13	0
O=C(CCNC(=O)c1ccc(Br)cc1)NCCCN1CCOCC1	21	1	-4	-10	3	-18	-0.3	-32	-4	22	2
CC(OC(=O)Cc1c[nH]c2ccccc12)C(=O)c1ccccc1 (configuration not stated)	-12	-13	-16	-22	2	7	0.8	5	-4	0	2
CS(=O)(=O)N1CCN(c2nc3ccccc3s2)CC1	10	-200	-33	-172	-55	1	-0.8	-1	-9	-39	2
COc1ccc(-c2noc(CCC(=O)N3CCN(c4ccccc4C(F)(F)F)CC3)n2)cc1	-3	-12	14	27	-7	15	0.4	-10	10	20	x
O=c1c2ccccc2[nH]c(=S)n1CCN1CCCC1	8	16	-21	6	7	8	0.5	-13	-5	4	1
CCn1c(=O)c2c(nc3n2CCN3c2ccccc2)n(C)c1=O	7	-43	14	-34	-7	3	-0.5	-11	0	-31	3
Cc1n[nH]c(=O)c2c(NC(=O)COC(=O)c3ncc(Cl)c(Cl)c3Cl)oc(C)c12	16	14	-22	-10	6	3	1.3	-30	-3	17	2
CC(C)OC(=O)CC1C(=O)NCCN1C(=S)NC(=O)c1cccs1 (configuration not stated)	1	22	-7	6	6	-9	0.0	12	2	-21	-1
COc1ccc(NC(=O)Cn2c([N+](=O)[O-])cnc2C)c(OC)c1	-8	6	13	7	x	9	2.4	-22	4	20	x
CC(=NO)c1cc(Br)c2cccc3c2c1CC3	10	-19	0	-7	x	-2	-0.4	8	-2	-21	x
Cc1ccc(C)c(C(=O)CSc2nnnn2C(C)C)c1	7	-121	1	-78	-28	2	0.0	-6	5	-59	-1
Cc1ccc(S(=O)(=O)NCC(C)NS(=O)(=O)c2ccc(C)cc2)cc1 (configuration not stated)	1	1	-5	2	-1	-6	-1.8	0	4	-8	4
Cc1ccc(N2C(=O)CC(n3nc(C)cc3C)C2=O)cc1 (configuration not stated)	5	14	8	14	5	-8	0.2	9	4	4	3
